aDG glyco act – increases alpha dystroglycan glycosylation. Pro5-aDG cells, alpha-DG glycosylation AlphaScreen (IIH6); 0% Pro5, 100% B10-LARGE cell signal. activation, % at 10 µM. 360,000 compounds, 0.22% hits;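 active means activation of at least 8% versus controls, or a plate z-score of at least 8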;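 further: Pro5 are CHO cells carrying HIG-tagged alpha-DG that lacks glycosylation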
CaV13 FRET inh – Disruptors of the CACNA1D IQ motif to Ca2+-dependent inactivation inhibitor domain association, primary screening, Förster resonance energy transfer in intact living … | HEK cells, CFP/YFP FRET ICDI-IQ, plate reader, 10 min; percent FRET-ratio fall versus neutral wells | inhibition, % at 12.3 µM | 340,000 compounds, 0.098% hits;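 active means mean replicate inhibition of at least 30% and at least 1% of replicates passing that level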;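 further: 0% = median of the neutral control wells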
Glyco luc inh – N-linked glycosylation inhibition; AID 588692; 360,000 compounds, 0.23% hits; D54 ERlucT glycosylation luciferase reporter, 24 h; percent of 100 nM tunicamycin response; reporter increase, % at 12.5 µM;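 active means mean luciferase reporter signal, scaled so untreated is 0 and the glycosylation-blocking control 100, at or above a set limit in every replicate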;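 further: luciferase carries N-glycosylation sites so blocking glycosylation raises the light; 0% = median of neutral control wells and 100% = median of 100 nM tunicamycin wells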
Granule exo inh – blocks lytic granule exocytosis; TALL-104 LAMP-1 surface exposure, flow cytometry; cells stimulated with thapsigargin and PMA; inhibition, % at 10 µM; 360,000 compounds, 0.66% hits;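 active means inhibition above about 55%, limit read from the data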
Vif imaging – inhibitors of HIV Vif | HEK293T cells, Vif self-association by quenched fluorescence, imaging, 24 h | inhibition, % at 7.49 µM | 340,000 compounds, 0.35% hits; in the data active means inhibition above about 50%, passing the limit was not always enough; further: some results filed as inactive read as strong as hits
PDI inh – inhibitors of human protein disulfide isomerase; AID 588391; PDI insulin aggregation turbidity, A650, 90 min; 350,000 compounds, 0.052% hits; inhibition, % at 10 µM;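 active means mean inhibition across replicates of 30% or more, whatever share of single replicates reach that level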;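 further: absorbance from insulin aggregation driven by PDI reduction with DTT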
Target sequence (P07237 whole entry, looked up): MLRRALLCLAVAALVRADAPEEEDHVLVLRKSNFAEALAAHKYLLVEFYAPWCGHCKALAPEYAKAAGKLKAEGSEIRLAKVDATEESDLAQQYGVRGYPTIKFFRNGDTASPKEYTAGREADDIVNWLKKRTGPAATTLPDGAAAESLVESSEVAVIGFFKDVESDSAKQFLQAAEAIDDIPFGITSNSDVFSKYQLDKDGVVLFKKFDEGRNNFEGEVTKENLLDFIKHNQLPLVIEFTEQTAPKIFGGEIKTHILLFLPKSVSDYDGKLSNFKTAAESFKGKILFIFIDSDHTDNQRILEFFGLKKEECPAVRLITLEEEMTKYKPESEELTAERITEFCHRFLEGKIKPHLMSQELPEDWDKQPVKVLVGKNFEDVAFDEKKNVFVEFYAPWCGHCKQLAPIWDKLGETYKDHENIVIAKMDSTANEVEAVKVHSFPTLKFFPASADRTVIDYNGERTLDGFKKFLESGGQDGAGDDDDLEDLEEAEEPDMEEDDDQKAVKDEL
HTR2A ag – agonists of mouse serotonin 5-HT2A receptor (HTR2A). P35363. CHO-K1 mHTR2A beta-arrestin complementation, luminescence; percent of 30 µM serotonin response. activation, % at 7.6 µM. 360,000 compounds, 0.66% hits. AID 624169;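 active means activation above a run cutoff, the mean activation of all tested compounds plus 3 SD, cut at about 14% in these data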;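 further: 0% = plate median of compound wells and 100% = 30 µM serotonin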
Target sequence (P35363 whole entry, looked up): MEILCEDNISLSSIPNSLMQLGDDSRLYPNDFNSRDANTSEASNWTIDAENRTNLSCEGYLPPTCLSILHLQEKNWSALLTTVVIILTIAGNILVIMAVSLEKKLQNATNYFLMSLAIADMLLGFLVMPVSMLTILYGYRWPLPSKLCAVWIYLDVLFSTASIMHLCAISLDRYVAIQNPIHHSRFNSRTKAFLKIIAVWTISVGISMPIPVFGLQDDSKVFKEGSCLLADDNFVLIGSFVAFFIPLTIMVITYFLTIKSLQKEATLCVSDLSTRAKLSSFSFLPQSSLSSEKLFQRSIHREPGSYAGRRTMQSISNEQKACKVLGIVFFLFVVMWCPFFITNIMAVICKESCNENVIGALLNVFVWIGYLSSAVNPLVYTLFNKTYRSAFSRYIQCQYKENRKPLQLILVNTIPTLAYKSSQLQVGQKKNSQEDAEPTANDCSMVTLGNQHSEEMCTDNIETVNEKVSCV
Cardio protect – modulators protecting cardiomyocytes from myocardial damage; H9c2 cardiomyocytes, H2O2 injury protection, ATPLite, 2 h; protection from H2O2 cell death, % at 20 µM; 360,000 compounds, 0.63% hits;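 active means compounds giving at least 50% protection of heart cells from peroxide-induced death in the single-dose screen, raw or plate-pattern-corrected value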;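 further: 0% = DMSO wells with peroxide and 100% = DMSO wells without peroxide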
iPSC survival up – increases survival of single human iPS cells. hiPSC single-cell survival, ATPlite luminescence; 100% = ROCK inhibitor wells, 0% = DMSO. survival enhancement, % at 20 µM. 360,000 compounds, 0.044% hits; in the data active means survival enhancement above about 18%;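 further: cells exposed to compounds for 16 hours before the ATP read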
ABCB6 inh MLPCN – human ABCB6 transporter inhibition; Q9NP58; K562-ABCB6 porphyrin accumulation, flow cytometry, 1 h; active compounds read low; fluorescence ratio to DMSO, % at 10 µM; 360,000 compounds, 0.19% hits;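 active means fluorescence ratio to DMSO below 75%, the collection mean minus 3 SD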;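 further: signal is porphyrin accumulated inside mitochondria; 100% equals median channel fluorescence of DMSO control wells; lower ratio means ABCB6 inhibition with less porphyrin fluorescence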
* marks the source's active call; other numbers are inactive results; . = not tested or not shown.

SMILES	aDG glyco act	CaV13 FRET inh	Glyco luc inh	Granule exo inh	Vif imaging	PDI inh	HTR2A ag	Cardio protect	iPSC survival up	ABCB6 inh MLPCN
COc1ccc(C2CC(=O)C=C(NCCC(C)C)C2)cc1 (stereo not given)	0.0	.	-2	4	2	4	-2	-5	1.3	98
CC(C)(C)NC(=O)Cn1cc(C#N)c2cc(Br)ccc21	0.0	-10	-3	1	-5	-3	1	2	5.1	105
Cc1ccc(C(=O)O)cc1NC(=S)NCCc1ccccc1	-0.2	-6	0	-1	.	3	1	4	0.2	98
O=C(Nc1ccc(S(=O)(=O)N2CCCCC2)cc1)c1ccc(Cl)nc1	3.1	-4	-1	0	-3	0	8	-11	-0.3	94
COc1ccc(N2CCN(C(=O)c3ccc(NC(=O)C4=CSCCO4)cc3)CC2)cc1	0.2	.	-3	-5	13	0	4	-1	-0.3	99
COCCN(C(=O)CSc1nnc(-c2cccc(Cl)c2)n1N)c1c(N)n(CC(C)C)c(=O)[nH]c1=O	-0.1	-3	3	0	.	8	-2	2	-1.0	101
COC(=O)C1=C(C)OC(N)=C(C#N)C1c1ccsc1 (stereo not given)	2.9	-5	.	-1	.	-9	-2	0	1.5	94
Cc1ccc2nc(NC(=O)COC(=O)c3ccco3)sc2c1	0.0	-4	0	-1	-3	-3	0	-5	6.2	101
O=C(NCCc1ccccc1F)c1cccc2cccnc12	-0.1	-4	-2	-1	7	7	-4	3	-0.4	108
O=C(NCC(O)COc1ccc([N+](=O)[O-])cc1)Nc1ccccc1 (stereo not given)	-0.1	-5	-5	-4	3	4	-4	-4	-0.6	97
Cn1c(SCC(=O)NC2CCCCC2)nnc1-c1ccccc1F	0.0	-4	0	3	6	-1	-9	1	0.1	93
CCCOc1ccc(CN(C)c2ncnc(N)n2)cc1	-0.1	-6	1	-3	2	7	-3	-4	-0.1	98
CC(=O)Nc1ccc(Sc2ccc([N+](=O)[O-])o2)cc1	-0.6	-7	9	19	116*	1	-4	-18	-4.2	107
COc1ccc2[nH]c(O)c(N=NC(=O)Cc3cccs3)c2c1	-0.1	-1	3	-2	-19	8	2	36	4.3	97
CN(C(=O)c1cc2n(n1)C(C(F)(F)F)CC(c1ccco1)N2)c1ccccc1 (stereo not given)	-0.8	.	-1	-2	-4	-1	6	8	-0.2	106
COc1ccccc1C(=O)n1nc(C)cc1C	0.1	.	0	-4	20	1	2	-4	2.4	104
Cc1ccc(C)c(NC(=O)CCc2ccc(C)o2)c1	-0.2	-1	-2	-5	-3	-2	-4	0	2.6	97
O=C(c1ccc(Cl)c(Cl)c1)c1cnc(Nc2ccccc2)s1	0.0	-7	0	-1	9	-1	2	1	-1.4	98
COc1ccccc1-c1nn(-c2ccccc2)cc1C(=O)N1CCc2ccccc2C1	0.3	-6	-3	0	1	19	-4	3	0.1	95
Cc1cc(C)cc(N(CCC#N)C(=O)CSc2nc3ccccc3c(=O)[nH]2)c1	-0.1	-2	-1	16	-9	-6	4	42	0.3	94
O=C(CCCC(=O)Nc1ccccc1Br)N/N=C/c1c(F)cccc1Cl	0.1	-7	6	-10	-2	-7	-4	-9	-0.4	98
ClCC1CSC(=NC23CC4CC(CC(C4)C2)C3)O1 (stereo not given)	0.0	-2	1	17	2	2	6	2	-1.9	91
Nc1nonc1-n1nnc(C(=O)N/N=C/c2ccc3c(c2)OCO3)c1-c1ccccc1	-0.1	-2	6	2	8	10	-3	0	0.0	100
Clc1ccccc1COc1ccccc1-c1nnco1	0.5	.	2	1	.	-16	4	-6	0.4	88
COc1cc(O)c(C(CC(=O)N2CCCCC2)c2cc(OC)c(OC)c(OC)c2)c(OC)c1 (stereo not given)	0.2	-10	1	3	-6	4	1	5	-3.2	99
Next section
SMILES	aDG glyco act	CaV13 FRET inh	Glyco luc inh	Granule exo inh	Vif imaging	PDI inh	HTR2A ag	Cardio protect	iPSC survival up	ABCB6 inh MLPCN
COC(=O)c1cc(Br)c(=O)n(CCc2ccc(F)cc2)c1	0.2	0	1	0	-1	6	-6	-2	-1.1	100
O=C(CN1C(=O)COc2ccc(S(=O)(=O)N3CCCC3)cc21)NCc1ccccn1	0.8	1	-2	-2	-1	5	-2	7	-0.4	99
COc1nccnc1NS(=O)(=O)c1ccc(NCc2cc(Br)ccc2O)cc1	-0.1	-4	3	-10	-8	1	2	-4	0.0	97
COc1ccc(NS(=O)(=O)c2cc(C(=O)O)ccc2C)cc1	0.0	-8	2	4	3	7	1	-1	-0.2	91
COc1ccccc1C(NC(=O)C1CCN(CCOc2ccccc2)CC1)c1ccccn1 (stereo not given)	-0.2	-6	2	-11	15	-3	-4	2	-0.9	105
COc1ccc(CSc2nnc(C)s2)cc1F	-0.2	-6	-1	-2	-2	17	0	-7	-0.3	102
CCOC(=O)Cn1c(=O)c2c(nc3n2CCCN3CCc2ccccc2)n(C)c1=O	-0.2	-3	4	10	1	-6	-1	1	4.1	102
N#CCCn1cc(/C=N/NC(=O)c2ccncc2)c(-c2ccc(F)cc2)n1	0.0	-4	3	7	7	-4	0	9	1.4	100
Cc1cccc2cc(C#N)c(SCC(=O)Nc3ccccc3N3CCOCC3)nc12	4.9*	-5	0	2	8	1	-1	-5	-3.1	104
O=C(c1ccc(C#CC2(O)CCCCC2)cc1)N1CCOCC1	-0.3	-4	1	-1	-9	12	-2	10	-2.4	108
COc1ccc2c(c1)c1nc3n(c(=O)c1n2CC(=O)Nc1ccccc1)CCCS3	-0.2	-4	0	-2	21	-4	6	4	-0.3	98
N/C(=N\OC(=O)COc1ccc(Cl)cc1)c1cccnc1	-0.1	-5	2	-4	-2	0	4	-7	0.1	96
COC(=O)[C@]1(C)N[C@H](CN(C)C(=O)c2ccc(C(C)(C)C)cc2)[C@@H]2C(=O)N(C)C(=O)[C@@H]21	0.0	-6	2	-2	10	6	1	-1	-0.9	104
COc1ccc(CNC(=O)CN(c2ccc(OC)cc2)S(=O)(=O)c2c(C)[nH]c(=O)[nH]c2=O)cc1	0.0	-2	0	4	0	-11	0	-4	-0.2	94
NS(=O)(=O)c1ccc(CCNC(=O)c2ccc(Cl)c(S(=O)(=O)N3CCCCCC3)c2)cc1	-0.1	-2	-3	12	-12	7	0	-14	-0.8	87
Nn1c(COc2ccccc2F)nnc1SCC(=O)NC1CCS(=O)(=O)C1 (stereo not given)	0.0	-7	0	-1	-15	3	1	4	0.0	99
Cc1ccc(OCC(=O)Nc2ccc(S(=O)(=O)N3CCCC3)cc2)cc1	0.1	-8	-2	0	3	18	2	-3	-0.3	95
Cc1cc(C(=O)CN2C(=O)C(=O)N(C)C2=O)c(C)n1-c1cccc(S(=O)(=O)N2CCOCC2)c1	0.0	-3	-1	0	-13	2	-2	2	0.0	94
CCCCn1c(CN2CCN(c3cccc(Cl)c3)CC2)nc2c1c(=O)[nH]c(=O)n2C	0.1	-8	17	0	-4	8	-8	4	1.0	93
CCOC(=O)C1CCN(C(=O)c2ccc3c(c2)S(=O)(=O)c2ccccc2C3=O)CC1	0.0	-2	1	-2	17	-10	2	6	-0.2	95
O=C(Nc1ccnn1C1CCN(Cc2cccc(OCCO)c2)CC1)C1CC1	6.0*	-6	0	12	1	5	10	3	-0.4	105
CC(=O)Oc1cc(C)cc2oc(=O)cc(-c3ccccc3)c12	0.0	-4	-1	-4	-10	3	-3	2	-0.5	102
CCc1ccc(S(=O)(=O)c2nnn3c2nc(NCCNC(C)=O)c2ccccc23)cc1	0.2	4	0	-2	-36	-1	1	10	-1.0	109
c1cc(-c2cn(C[C@H]3CC[C@@H]([C@@H]4CC[C@H](Cn5cc(-c6ccsc6)nn5)O4)O3)nn2)cs1	0.2	-10	4	2	-2	-1	0	11	-0.5	89
N#CC1=C(N)OC2=C(CC/C2=C\c2ccccc2)C1c1ccccc1 (stereo not given)	-0.1	.	2	3	1	-3	-1	2	-2.5	289

Results in ABCB6 inh MLPCN and PDI inh, for 2 of the compounds above:
SMILES | ABCB6 inh MLPCN | PDI inh
Cc1ccc(OCC(=O)Nc2ccc(S(=O)(=O)N3CCCC3)cc2)cc1 | 95 | 18
c1cc(-c2cn(C[C@H]3CC[C@@H]([C@@H]4CC[C@H](Cn5cc(-c6ccsc6)nn5)O4)O3)nn2)cs1 | 89 | -1

(listing goes on)
SMILES	aDG glyco act	CaV13 FRET inh	Glyco luc inh	Granule exo inh	Vif imaging	PDI inh	HTR2A ag	Cardio protect	iPSC survival up	ABCB6 inh MLPCN
CCOC(=O)c1cccc(NC(=O)/C=C/c2cccc([N+](=O)[O-])c2)c1	-0.2	-9	-1	4	-2	-2	3	-10	-1.7	94
CC(C)(C)C(=O)Nc1cc(NC(=O)C(C)(C)C)cc(C(=O)Nc2c[nH]c(=O)[nH]c2=O)c1	-0.1	-4	1	2	-2	5	1	-2	-0.6	96
COc1ccc2nc(NC(=O)CSc3nnc(C)n3N)sc2c1	-0.3	-4	-7	3	-1	1	4	-17	-0.6	99
Cc1cc(C)n2nc(C(=O)OCCOc3ccc(Br)cc3)nc2n1	0.1	1	0	-2	-2	4	0	-5	0.4	90
C(=N\N1CCOCC1)/c1cccs1	0.3	-1	1	4	16	5	0	8	1.5	103
CCN(CC)C(=O)[C@H]1CC(CC(=O)NCC23CC4CC(CC(C4)C2)C3)C(=O)N2CCc3c([nH]c4ccc(OC)cc34)[C@]12C (stereo not given in full)	0.0	-9	-3	1	.	9	1	-15	0.0	97
COc1ccc2c(c1OC)C(=O)N(C(C)C(=O)O)C2=O (stereo not given)	-0.2	-11	2	-2	0	5	-4	8	-1.5	105
CC(C)(C)NS(=O)(=O)c1ccc(CCC(=O)N2CCCC2)cc1	-0.1	-5	0	0	0	-5	2	-5	-2.1	103
CC1(C)CC(=O)C(C=Nc2ccccc2Sc2ccccc2)=C(O)C1	0.5	.	-3	0	4	-2	-3	-5	-1.6	105
COc1ccc(CCN(C)C(=O)c2ccc(COc3ccccc3)o2)cc1OC	-0.2	-6	2	-4	-3	5	1	0	-0.4	94
Cc1ccc(C(C)C)c(OCC(=O)NNC(=O)C2CSC3(C)CCC(=O)N23)c1 (stereo not given)	0.0	-6	0	-13	-19	7	5	0	3.0	92
O=C(CCl)NC1(C(=O)O)CCCC1	-0.2	-6	2	-8	5	2	-1	6	-1.3	100
CCOc1ccc(NC(=O)CC2C(=O)N(c3ccc(OC)cc3)C(=O)N2Cc2ccc(OC)cc2)cc1 (stereo not given)	0.0	4	-2	7	3	.	6	4	1.4	94
Nc1nnc(SCc2ccc(F)cc2)s1	0.0	-8	1	-1	-6	-1	-5	-3	-0.4	92
Cc1ccc(S(=O)(=O)N2CCCCC2C(=O)O)cc1 (stereo not given)	-0.1	-13	0	-1	5	-4	2	1	-0.7	94
COc1ccc(NC(=O)CC2(CC(=O)O)CCCC2)cc1	-0.1	-7	1	-3	0	-1	-1	1	1.3	98
CN=c1sc(C(=O)Nc2ccccc2)c(C)n1C	0.3	-6	-1	-2	-3	-2	-2	-7	-3.2	100
CCC(C)NCC(=O)Nc1ccc([N+](=O)[O-])cc1C(=O)Nc1ccccc1F (stereo not given)	-0.1	5	-1	-2	0	1	-3	3	-0.5	97
COCCNC(=S)NC(=O)CC12CC3CC(CC(C3)C1)C2	-0.1	-3	-1	-2	0	-17	2	-4	0.1	98
C/C(=N\O)C1(C)N(O)C(C)(C)C(c2ccc(F)cc2)=[N+]1[O-] (stereo not given)	0.0	.	1	-3	-5	-1	-7	0	1.9	106

Screening results as filed in PubChem BioAssay.
